PLK1 PBD block: qHTS for Inhibitors of PLK1-PDB (polo-like kinase 1 - polo-box domain): Primary Screen; Serine/threonine-protein kinase PLK1 (Homo sapiens), P53350; Plk1 PBD binding of FITC phosphopeptide, fluorescence polarization; Potency, µM, inactives show max response, negative = inhibition, hits mostly inhibitors; hit rate 2.8% among 360,000; AID 720504, 2013; note: potency is the fitted concentration of half-maximal effect; series mostly up to about 57 µM; % is set by controls: 0 for no effect and ±100 for the full control effect; nearly all actives have a fitted effect of over 65% in size
Target sequence (P53350 whole entry, looked up, the tested form may be a part): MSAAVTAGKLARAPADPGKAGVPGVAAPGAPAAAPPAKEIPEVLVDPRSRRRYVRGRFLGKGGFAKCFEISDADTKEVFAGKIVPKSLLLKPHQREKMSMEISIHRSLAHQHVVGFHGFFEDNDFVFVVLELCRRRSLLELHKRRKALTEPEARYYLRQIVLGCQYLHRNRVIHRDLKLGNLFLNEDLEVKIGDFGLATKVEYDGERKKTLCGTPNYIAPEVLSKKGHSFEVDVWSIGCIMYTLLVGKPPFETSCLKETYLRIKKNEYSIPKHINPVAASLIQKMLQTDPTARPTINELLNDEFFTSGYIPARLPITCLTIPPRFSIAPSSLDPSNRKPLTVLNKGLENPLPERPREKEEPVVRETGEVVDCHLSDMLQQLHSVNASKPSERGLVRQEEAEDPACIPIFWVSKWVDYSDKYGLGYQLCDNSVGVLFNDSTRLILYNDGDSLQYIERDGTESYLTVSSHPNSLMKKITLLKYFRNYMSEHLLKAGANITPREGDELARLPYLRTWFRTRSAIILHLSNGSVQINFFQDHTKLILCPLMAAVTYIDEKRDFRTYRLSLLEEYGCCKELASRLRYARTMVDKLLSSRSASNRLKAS
IL-2 act: qHTS of IL-2 Activators. IL-2 activation reporter assay, cell-based qHTS; stimulated with anti-CD3/CD4/CD28 beads; in transgenic mouse T cells. activation, % (series mostly up to about 46 µM). hit rate 0.065% among 360,000; in the data active = activation above about 50%; inconclusive = mostly about 30% to 49%; note: 0% is about no effect
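Unstimulated transgenic mouse T cells; 60-min compound exposure; bead-based TCR/CD4/CD28 stimulation; 18 h culture, 37 degrees C; dual fluorescence (EGFP, DsRed) plate cytometry.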
EPAC1 ag: qHTS for Agonist of cAMP-regulated guanine nucleotide exchange factor 3 (EPAC1): primary screen; Potency, µM (titrated, usually from 154 µM), for the others: top-dose activation, actives largely listed as activators; hit rate 0.073% among 360,000; EPAC1 agonist qHTS, biochemical assay; response scale: 100% = response to 6.5 mM cAMP; note: potency is the fitted concentration of half-maximal effect; nearly all actives have a fitted effect of over 60% in size
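EPAC1 100 nM, Rap1B–BODIPY-GDP 250 nM, unlabeled GDP 50 uM; compound titration; 5 min RT; kinetic read ex480/em540 at 5-min intervals ×30 min; data normalized to 6.5 mM cAMP agonist control.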
Abeta yeast res: qHTS for compounds that reverse cellular toxicity of Amyloid beta (A-beta) peptide in yeast: Primary Screen | yeast expressing A-beta42, growth rescue, OD600, 48 h; response scale: 0% DMSO, 100% iron-clioquinol control | Potency, µM (top dose mostly 46.1 µM), inactives show top-dose growth rescue, hits mostly activators | hit rate 0.063% among 410,000 | AID 1347071, 2019; note: potency is the fitted concentration of half-maximal effect; nearly all actives have a fitted effect of over 55% in size
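Growth rescue measured by 600 nm absorbance after 48 h yeast culture at 30 C with compound. Values normalized between DMSO and an equimolar ferric chloride plus clioquinol control.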
FUS suppressor: qHTS for Suppressors of FUS Proteinopathy: Primary screen using FUS-linked yeast assay. S. cerevisiae FUS-expressing, growth rescue, OD600, 24 h. Potency, µM (series often up to 76.6 µM), for the others: at the top dose growth rescue (activation), usual class: activators. hit rate 0.24% among 390,000. AID 1347120, 2019;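 note: potency is the fitted concentration of half-maximal effect; plate controls were DMSO vehicle for no effect and reference control for full effect; nearly all actives have a fitted effect of over 55% in size; some results filed as inactive show a strong effect at the top dose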
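Yeast FUS proteinopathy model; galactose-induced FUS (2%), starting OD 0.005. Cpds in dilution series, 24hr, 30C, 99% humidity. Abs 600 nm growth. Pos ctrl CP55940 (top 92uM final); neg ctrl DMSO.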
PI5P4Ka inh: qHTS for Inhibitors of phosphatidylinositol 5-phosphate 4-kinase (PI5P4K); Phosphatidylinositol 5-phosphate 4-kinase type-2 alpha (Homo sapiens), P48426; PI5P4Kalpha enzyme, ADP-Glo luminescence, 60 min; stronger effect = lower value; max response, %; hit rate 1.2% among 330,000; AID 652105, 2013; active = max response of -50% or lower; inconclusive = between -30% and -50%; inactive = -30% or higher; note: value at the top dose of about 77 µM; % is set by controls: 0 for no effect and ±100 for the full control effect
Target sequence (P48426 whole entry, looked up): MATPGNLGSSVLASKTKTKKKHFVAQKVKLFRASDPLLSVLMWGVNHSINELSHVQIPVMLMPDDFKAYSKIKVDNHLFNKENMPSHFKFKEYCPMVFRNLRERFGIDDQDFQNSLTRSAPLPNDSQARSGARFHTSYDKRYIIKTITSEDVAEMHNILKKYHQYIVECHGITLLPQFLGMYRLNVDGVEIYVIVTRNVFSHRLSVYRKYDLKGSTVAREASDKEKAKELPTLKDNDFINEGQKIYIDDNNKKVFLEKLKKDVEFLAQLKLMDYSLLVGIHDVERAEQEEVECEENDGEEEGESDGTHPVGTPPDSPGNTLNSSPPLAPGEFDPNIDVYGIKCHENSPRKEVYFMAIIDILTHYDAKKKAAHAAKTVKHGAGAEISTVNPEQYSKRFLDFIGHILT
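ADP-Glo luminescence end-point after a 60 min room-temperature kinase reaction. PI5P4Kalpha and substrate in HEPES pH 7.4 buffer with EGTA, 0.1% CHAPS and 5% DMSO; ATP at 5 microM final.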
WRN helicase inh: qHTS for Inhibitors of WRN Helicase; Bifunctional 3'-5' exonuclease/ATP-dependent helicase WRN (Homo sapiens), Q14191; WRN helicase unwinding, fluorescent forked duplex, kinetic; Potency, µM (doses to about 114 µM), for inactives: top-dose activity change, negative = inhibition, most hits filed as inhibitors; hit rate 0.46% among 360,000; note: potency is the fitted concentration of half-maximal effect; % is set by controls: 0 for no effect and ±100 for the full control effect; nearly all actives have a fitted effect of over 55% in size
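Fluorescence dequenching readout, ex 525 nm/em 598 nm, kinetic mode: forked duplex DNA (100 nM final) with adjacent fluorophore and quencher unwound by WRN (20 nM final) with 2 mM ATP. Compound preincubation 15 min, room temperature.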
EPAC1 antag: qHTS for Antagonist of cAMP-regulated guanine nucleotide exchange factor 3 (EPAC1): primary screen | EPAC1 GEF assay, Rap1b-BODIPY-GDP exchange fluorescence | Potency, µM (titrated, usually from 115 µM), for the others: top-dose activity change, negative = inhibition, most hits filed as inhibitors | hit rate 0.14% among 360,000 | AID 720709, 2013;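 note: potency is the fitted concentration of half-maximal effect; plate controls were vehicle for no effect and positive control for full effect; nearly all actives have a fitted effect of over 50% in size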
* marks the source's active call; other numbers are inactive results; ? = inconclusive; . = no result given; [ ] = another dose, or the depositor's remark. Unless noted, calls come from the whole dose curve; as a rule, active = well fitted curve in the direction sought with a large enough effect; inconclusive = small, poorly fitted or top-dose-only effect, or another doubt; inactive = no such curve, though single readings can be large; an effect the other way counts as inactive or inconclusive.

Second line of a record: PLK1 PBD block, IL-2 act, EPAC1 ag, Abeta yeast res, FUS suppressor, PI5P4Ka inh, WRN helicase inh, EPAC1 antag
CCCc1noc(-c2cccc([N+](=O)[O-])c2)n1
 : 2%, -0.7, -9%, 3%, -4%, -17, 12%, 10%
O=C(Nc1ccc(NC(=O)C2CC2)nc1)c1ccccn1
 : -14%, -1.6, -5%, -31%[inhibitor], 1%, -21, 8%, 12%
CCOc1ccccc1-c1nc(CN2CCC(C(=O)N3CCOCC3)CC2)c(C)o1
 : -5%, -3.2, 8%, -2%, ., 4, -35%, 15%
O=C(N/N=C/c1ccc([N+](=O)[O-])o1)c1ccc2c(c1)OCO2
 : -7%, 0.6, 11%, -10%, 14%, -8, -14%, 1%
Cc1cccc(-c2ncc(S(=O)(=O)C(C)(C)C)c(N)n2)c1
 : -11%, -4.3, 11%, -6%, 17%, -11, 1%, -9%
CCc1ccc(C(=O)N2CCCN(C)CC2)s1
 : 3%, 0.5, 9%, 10%, 4%, 7, -10%, 1%
OCC[C@H]1C[C@@H](O)[C@H](O)[C@@]2(Cc3ccccc3O2)O1
 : -7%, 0.1, -18%, -10%, -28%, 1, 1%, -13%
CCOC(=O)C1=C(C)N(C)C(=S)NC1c1c(OCC)ccc2ccccc12 (stereo not drawn)
 : 1%, 0.4, 4%, -20%, -7%, -7, 1%, -3%
CC(C)C(=O)NNC(=O)c1cc2sccc2s1
 : -13%, 2.0, 3%, 2%, -3%, 1, -6%, -26%
Cc1nnc(SCC(=O)N2CCC(c3noc4ccc(F)cc34)CC2)s1
 : -5%, 3.1, 0%, -8%, 27%, ., 4%, -7%
COc1ccc(CCNC(=O)Cc2ccc(NS(=O)(=O)c3ccc(F)cc3)cc2)cc1OC
 : -1%, -0.3, 13%, 7%, 15%, 2, -1%, 1%
Cn1ncc2c(=O)n(/N=C/c3ccccc3)cnc21
 : -3%, 1.6, -2%, 3%, -37%, 3, 11%, 1%
CCCCN1CC[C@H]2C=CC[C@@H](C(=O)Nc3ccccc3)[C@H]2C1=O
 : 9%, 0.2, 1%, -2%, -22%, 0, 3%, -7%
COC(=O)C1(O)CC(CC(C)C)=NN1C(=O)c1ccccc1 (stereo not drawn)
 : -8%, -1.0, -1%, 16%, -2%, -2, -3%, 4%
CCOc1ccc(C(CCc2ccccc2)NC(=O)c2ccccc2OC)cc1OCC (stereo not drawn)
 : -6%, -2.7, 8%, 12%, 21%, ., -14%, -14%
CCC(=O)N1CCc2cc(S(=O)(=O)CCC(=O)Nc3c(C)n(C)n(-c4ccccc4)c3=O)ccc21
 : -8%, -1.9, -2%, -6%, 9%, -9, 14%, -4%
COc1cc(C2NC(=O)NC(c3ccccc3)=C2C(C)=O)ccc1OCC#N (stereo not drawn)
 : 1%, -3.2, -3%, 3%, 25%, ., -6%, -3%
O=C(Nc1ccc2c(c1)OCO2)C1CC1
 : -3%, 0.5, 5%, 5%, ., -6, -3%, 5%
COc1cc2c(cc1OC)C(c1ccc(Br)cc1)N(C(=O)c1ccccc1C(=O)O)CC2 (stereo not drawn)
 : -8%, 1.5, -7%, -1%, -7%, 4, 7%, -5%
Cc1ccc(-n2c(C)cc(C=C3C(=O)N(C)C(=O)N(C)C3=O)c2C)cc1
 : -12%, -0.4, 6%, 10%, -15%, -8, -33%, -9%
Cc1ccc(/C=C/C(=O)OCC(=O)NCc2cccs2)o1
 : -3%, 1.1, -4%, -15%, 9%, -1, 7%, 7%
CC1(C(=O)NC2CCCCC2)CCC(=O)N1C1CCN(Cc2ccccc2)CC1 (stereo not drawn)
 : -9%, -0.4, 14%, -15%, -29%, 5, 4%, 3%
O=C(Nc1ccnc(-c2ccncc2)n1)c1cccs1
 : -1%, 0.4, -14%, 2%, -35%, -1, 11%, 12%
COc1ccc(S(=O)(=O)Oc2ccc3ccccc3c2)cc1
 : -4%, -0.6, -9%, 0%, ., -10, -4%, -3%
OC[C@@H]1CN(Cc2ccccc2)C[C@H](n2ccc3c(N4CCCC4)ncnc32)O1
 : 1%, 2.7, -10%, -8%, -12%, -1, -5%, -4%
COc1ccc(N2C(=O)/C(=C3/C=CC=CN3C)SC2=S)cc1
 : -22%, -2.1, -2%, -10%, 8%, 1, ?, -12%
CS(=O)(=O)N1CCN(C(=O)c2cccnc2)CC1
 : -8%, -1.6, 11%, 1%, -25%, ., -8%[57.1 µM], -2%
NC(=O)C1(N2CCCCC2)CCN(C(=S)NCCc2ccccc2)CC1
 : -4%, -0.1, 9%, -8%, -40%, -2, 1%, -15%
CCCNC(=O)c1cc2c(c(-c3cccc(-c4ccc(F)cc4)c3)n1)[C@H](CCO)N(S(=O)C(C)(C)C)C2 (stereo partly drawn)
 : 8%, -0.7, -9%, -6%, ?, -3, -3%, -28%
Cc1ccc(OCCn2ccc(=O)[nH]c2=O)cc1C
 : -4%, 0.3, -6%, 5%, 3%, ., 4%, -1%
COc1cc(C(=O)NCCN2CCN(C(=O)c3cc(OC)c(OC)c(OC)c3)CC2)cc(OC)c1OC
 : 4%, -2.2, 0%, 1%, 6%, 3, 1%, 11%
CCn1nc(C(=O)Nc2cc(Cl)ccc2-n2cncn2)c2ccccc2c1=O
 : -2%, -0.1, -4%, 0%, -5%, -5, -17%, 7%
COc1cc(CNCCO)ccc1OCCc1ccccc1
 : -8%, -4.0, -4%, -4%, 17%, 0, 9%, 19%
Cc1ccc(NCC(=O)N/N=C\c2ccc([N+](=O)[O-])o2)cc1
 : 1%, -4.0, 7%, -7%, 14%, ., -10%[57.1 µM], 3%
Cc1cccc(CN2CCN(C3CN(Cc4cn(Cc5ccccc5)nn4)S(=O)(=O)C3)CC2)c1 (stereo not drawn)
 : 3%, -0.7, -4%, -13%, -23%, 2, 2%, -12%
CCC(C)NC(=O)CCSCCC(=O)NC(C)CC (stereo not drawn)
 : -11%, 0.4, 3%, 16%, -6%, 1, -1%, -14%
CCCCC(=O)N/N=C/c1ccc(-c2ccc([N+](=O)[O-])cc2)o1
 : -15%, 0.2, 7%, -2%, 7%, -5, -2%, -13%
O=C1C(Cc2ccc(O)cc2)NC(=S)N1Cc1ccccc1 (stereo not drawn)
 : ?, 1.0, -10%, 12%, 10%, 0, 5%, 10%
O=C(COC(=O)C12CC3CC(CC(C3)C1)C2)Nc1ccc2[nH]c(=O)[nH]c2c1
 : 2%, -0.3, 10%, 9%, 25%, 5, -5%, -18%
CN(CCOc1ccccc1)CC(=O)Nc1ccc(Cl)cc1[N+](=O)[O-]
 : 2%, -0.3, 8%, 2%, 3%, 2, ?, -7%

Among those listed so far, 2 contain a Cl atom.
Second line of a record: PLK1 PBD block, IL-2 act, EPAC1 ag, Abeta yeast res, FUS suppressor, PI5P4Ka inh, WRN helicase inh, EPAC1 antag
CCn1nc(C(=O)Nc2cc(Cl)ccc2-n2cncn2)c2ccccc2c1=O
 : -2%, -0.1, -4%, 0%, -5%, -5, -17%, 7%
CN(CCOc1ccccc1)CC(=O)Nc1ccc(Cl)cc1[N+](=O)[O-]
 : 2%, -0.3, 8%, 2%, 3%, 2, ?, -7%

(list continues)
Second line of a record: PLK1 PBD block, IL-2 act, EPAC1 ag, Abeta yeast res, FUS suppressor, PI5P4Ka inh, WRN helicase inh, EPAC1 antag
COc1ccccc1C1=NOC(C)(c2nnc(-c3cccc(Cl)c3)o2)C1 (stereo not drawn)
 : 0%, 4.0, -12%, 0%, 20%, 10, -1%, -12%
CCOC(=O)c1nn(-c2ccc(C)cc2)cc1O
 : 1%, 0.9, 7%, -2%, -11%, -4, 1%, 6%
S=C(NCCSCc1ccc(Cl)cc1Cl)Nc1ccccc1
 : -27%, 0.3, 16%, 13%, 22%, 18, -7%, -14%
NC(=O)CSCc1c(Cl)cccc1Cl
 : -3%, 1.7, 3%, 0%, -6%, ., -2%, 9%
COc1ccc(NS(=O)CCCc2ccccc2)cc1 (stereo not drawn)
 : -9%, 1.1, -15%, -9%, -14%, 0, 14%, 3%
COc1ccccc1C1C(C(=O)c2sc(C)nc2C)=C(O)C(=O)N1CCN1CCOCC1 (stereo not drawn)
 : -1%, -0.2, -6%, 4%, -3%, 0, -2%, 5%
O=S(=O)(NCc1ccc2c(c1)OCO2)c1cnc[nH]1
 : 2%, -1.9, -10%, -5%, -7%, 3, -1%, -1%
COc1ccc(OC[C@@H](O)CNC(=O)c2cccc3c2C(=O)c2ccc(Cl)cc2S3(=O)=O)cc1
 : -12%, -0.6, -6%, -2%, -11%, 0, -6%, -12%
Cc1ccc(NC(=O)c2cccc(S(=O)(=O)N3CCN(C)CC3)c2)cc1F
 : -19%, -0.1, 3%, -4%, 12%, 0, -1%, -1%
C[C@@H]1C[C@H]2[C@@H]3CCC4=CC(=O)C=C[C@]4(C)[C@@]3(F)[C@@H](O)C[C@]2(C)[C@@]1(O)C(=O)COP(=O)(O)O
 : -8%, -0.8, 0%, -9%, -32%, -14, -8%, -2%
CCC(C)NC(=O)C1c2ccccc2C(=O)N(c2ccc(OC)cc2)C1c1ccc(OC)cc1 (stereo not drawn)
 : 24µM*, 2.9, 9%, -7%, 25%, -28, 3%, 0%
CC(=O)Nc1ccc(Nc2ncnc3c2cnn3-c2cccc(C)c2)cc1
 : -3%, -2.0, -1%, -11%, 27%, 0, 7%, 18%
COc1ccc(S(=O)(=O)N(C)C[C@H]2Oc3ccc(NC(=O)NC(C)C)cc3C(=O)N([C@H](C)CO)C[C@@H]2C)cc1
 : -15%, -0.4, -1%, -10%, ?, -4, 11%, -22%
COCCNC(=O)CN(c1ccccc1OC)S(C)(=O)=O
 : -2%, -1.4, -3%, -3%, 28%, ., 7%, 19%

Source: PubChem
